Source: PubChem BioAssay
FN deposition inh – inhibitors of fibronectin matrix deposition, primary screen, AH1F cells, Alexa488-fibronectin fluorescence, plate reader; AH1F fibroblasts, overnight; inhibition, % at 12.6 µM; 350,000 tested, 0.086% active; AID 743247, 2014;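 active = mean inhibition across replicates of 30% or more, regardless of how many single replicates reach that level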;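 note: positive control wells lacked labelled fibronectin entirely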
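Material – AH1F fibroblast monolayer, labelled fibronectin deposition · Reagent – labelled fibronectin 24 nM · Timing – 1 h adhesion, overnight exposure · Measured by – fluorescence at 485 nm excitation, 525 nm emission · Read-out – inhibition of fibronectin deposition signal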
LGR2 antag – inhibitors of bursicon-induced LGR2 CRE-luciferase signal, primary screen, cell-based, HEK293, CRE-luciferase reporter, bursicon stimulation; Drosophila bursicon receptor LGR2 (rickets); bursicon-stimulated, 4 h; inhibition, % at 9.99 µM; 380,000 tested, 0.35% active;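 active = drop in luminescence signal, shown as inhibition above about 50% in the replicate tests, limit read from the data, passing the limit was not always enough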;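 note: agonist challenge used bursicon conditioned medium at about half maximal strength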
EWS-Fli inh – EWS/Fli-driven NR0B1 reporter inhibitors, primary screen, A673 cells, NR0B1 luciferase, luminescence, MLPCN library | AID 651661, 2012 | inhibition, % at 12.6 µM | viability-normalised | 350,000 tested, 0.67% active;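 active = mean inhibition of at least 50% after viability correction, with every replicate also passing that limit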;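 note: firefly luciferase signal divided by Alamar Blue viability fluorescence both relative to DMSO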
S100A4 inh HTS – inhibitors of S100A4-myosin IIA peptide binding, primary screen, biochemical, fluorescence polarization, TAMRA-MyoIIA peptide; Protein S100-A4 (Homo sapiens), P26447; inhibition, % at 10.7 µM; 360,000 tested, 0.14% active; AID 652163, 2013;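 active = mean inhibition of at least 70% across replicates, with every replicate also reaching that level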
Target sequence (P26447 whole entry, looked up): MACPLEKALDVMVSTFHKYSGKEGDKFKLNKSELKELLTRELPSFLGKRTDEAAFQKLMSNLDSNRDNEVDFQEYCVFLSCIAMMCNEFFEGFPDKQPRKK
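Test system – S100A4 monomer (human) · Compound – single-point compound testing · Schedule – 5 min incubation before reading · Probe or stimulus – TAMRA-labelled myosin IIA heavy-chain peptide probe, 5 nM · Benchmarks – neutral control DMSO, positive control TFP · Medium – Calcium-containing HEPES buffer, pH 7.2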
PGC1a acetyl inh – inhibitors of PGC1a acetylation signal, primary screen, cell-based, U2OS, AlphaScreen, inhibitor mode | 350,000 tested, 0.17% active | AlphaScreen anti-acetyl-lysine; with virally co-expressed GCN5 acetyltransferase | inhibition, % at 15.6 µM;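 active = every replicate shows inhibition of at least 40%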;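 note: 0% = neutral control wells and 100% = positive control wells; some results beyond the cut were filed as inactive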
PglD DTNB – C. jejuni PglD acetyltransferase inhibitors, primary screen, biochemical, DTNB colorimetric, single point. inhibition, % at 12.5 µM. UDP-N-acetylbacillosamine N-acetyltransferase PglD (Campylobacter jejuni). purified PglD enzyme, DTNB colorimetric CoA detection. 360,000 tested, 0.098% active; in the data active = inhibition above about 16%, passing the limit was not always enough; note: strong numbers were not always called active
ERAP1 HTS inh – human ERAP1 aminopeptidase inhibitors, primary screen, biochemical, single point, plate reader. Endoplasmic reticulum aminopeptidase 1 (Homo sapiens), Q9NZ08. recombinant ERAP1, Leu-AMC fluorescence, 60 min. inhibition, % at 10.7 µM. 340,000 tested, 0.15% active;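 active = mean replicate inhibition of at least 30%, or all replicates individually reaching that 30% level; inactive = mean below 30% and not every replicate reaching it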;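 note: 0% = neutral control wells and 100% = L-leucinethiol positive control wells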
Target sequence (Q9NZ08 whole entry, looked up): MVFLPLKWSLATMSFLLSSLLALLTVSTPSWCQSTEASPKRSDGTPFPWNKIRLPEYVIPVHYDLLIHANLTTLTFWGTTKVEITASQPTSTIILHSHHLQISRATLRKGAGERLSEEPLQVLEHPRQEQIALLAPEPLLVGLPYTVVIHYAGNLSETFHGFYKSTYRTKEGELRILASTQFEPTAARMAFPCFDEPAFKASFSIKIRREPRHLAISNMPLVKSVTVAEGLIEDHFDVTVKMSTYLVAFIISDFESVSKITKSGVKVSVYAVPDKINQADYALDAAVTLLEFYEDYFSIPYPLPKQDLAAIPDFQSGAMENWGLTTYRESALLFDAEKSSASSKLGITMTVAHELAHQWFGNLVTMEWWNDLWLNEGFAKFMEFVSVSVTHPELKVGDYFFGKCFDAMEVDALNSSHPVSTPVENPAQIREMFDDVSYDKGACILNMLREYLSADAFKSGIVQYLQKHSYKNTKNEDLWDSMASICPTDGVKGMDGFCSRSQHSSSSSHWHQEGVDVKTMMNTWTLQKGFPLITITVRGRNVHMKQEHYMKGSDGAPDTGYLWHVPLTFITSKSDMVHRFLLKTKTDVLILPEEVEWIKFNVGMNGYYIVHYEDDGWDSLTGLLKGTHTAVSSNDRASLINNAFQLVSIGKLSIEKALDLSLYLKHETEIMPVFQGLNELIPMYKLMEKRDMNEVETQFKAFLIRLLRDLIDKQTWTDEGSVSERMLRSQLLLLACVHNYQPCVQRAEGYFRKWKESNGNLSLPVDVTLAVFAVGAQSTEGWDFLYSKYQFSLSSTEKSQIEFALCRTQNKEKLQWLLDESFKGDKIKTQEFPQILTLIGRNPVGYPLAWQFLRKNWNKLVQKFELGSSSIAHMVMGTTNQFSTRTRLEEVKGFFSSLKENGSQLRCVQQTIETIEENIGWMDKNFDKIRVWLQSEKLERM
PAX8 inh HTS – inhibitors of PAX8-driven TPO luciferase reporter, primary screen, RMG-I cells, single concentration; SteadyGlo, 24 h; inhibition, % at 12.6 µM; 360,000 tested, 1.2% active;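 active = mean replicate inhibition at least 60% with every replicate also reaching 60%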;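 note: luciferase light reporting Pax8 driven TPO promoter activity; plate controls were median of neutral control wells for no effect and mitoxantrone controls for full effect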
* = called active by the depositor; x = no result given.

Structure	FN deposition inh	LGR2 antag	EWS-Fli inh	S100A4 inh HTS	PGC1a acetyl inh	PglD DTNB	ERAP1 HTS inh	PAX8 inh HTS
Cc1ccccc1CNC(=O)C1CCCN(c2nnc(C)c3c(C)n(-c4ccccc4)nc23)C1 (centres undefined)	-7.0	15.1	39.7	51.8	-7.0	-3.0	0.6	94.6*
CC1(C(=O)NS(=O)(=O)c2cccc(F)c2)CCN1C(=O)CCc1ccccc1 (centres undefined)	-38.3	0.6	-2.4	-0.2	2.6	-6.7	-4.7	6.2
O=C(CSc1nnc(NC(=O)C2CC2)s1)Nc1ccc(F)cc1	-0.9	x	x	x	1.1	-2.5	x	2.4
C[C@H](CO)N1C[C@H](C)[C@H](CN(C)C(=O)Nc2ccc(F)cc2)Oc2c(NC(=O)Nc3ccccc3)cccc2C1=O	x	9.3	4.6	61.4	5.2	0.5	-0.3	20.3
CCc1ccc(-c2cc(C(F)(F)F)n3nc(C(=O)Nc4c(C)nn(Cc5ccc(F)cc5)c4C)cc3n2)s1	x	2.7	15.3	0.0	-3.5	4.5	-0.4	x
CC(=O)NC(Cc1ccccc1)C(=O)Oc1ccc2ccccc2c1 (centres undefined)	4.0	-16.5	16.0	2.7	-6.6	3.9	-1.4	-8.5
Cc1ccc(C(=O)C(C)OC(=O)C2CCN(c3ccc(C(F)(F)F)cn3)CC2)cc1C (centres undefined)	0.3	19.6	-1.6	-0.9	1.8	4.0	-1.8	-7.8
COc1cc(N=c2oc3c(C)ncc(CO)c3cc2C(N)=O)cc(OC)c1OC	-0.1	x	-9.6	-1.8	-6.5	3.6	0.7	-3.6
Cc1ccc(C)c(NC(=O)CSc2ccc(S(=O)(=O)N3CCCC3)cn2)c1	-4.3	x	-12.2	-1.0	3.7	3.0	2.7	-0.4
COc1ccccc1CNC(=O)C[C@H]1C=C[C@H](NC(=O)CC2CC2)[C@@H](CO)O1	4.1	4.1	1.0	3.9	2.5	0.8	1.8	0.5
O=C(Nc1ccccc1O)c1ccc(NS(=O)(=O)c2cccc3cccnc23)cc1	3.4	-45.4	43.4	5.8	x	-2.5	-0.9	28.4
C[C@H]1CN([C@@H](C)CO)C(=O)Cc2cc(NC(=O)Cc3cn(C)c4ccccc34)ccc2O[C@H]1CN(C)Cc1ccc(C(=O)O)cc1	x	-7.0	-5.2	46.0	5.3	2.0	-2.4	-8.2
Cc1cc(C)c(C(=O)COC(=O)c2cc([N+](=O)[O-])ccc2N2CCOCC2)cc1C	1.6	-18.6	-18.1	0.4	0.2	-2.7	-0.6	-17.2
C[C@H](O)C#Cc1ccc2c(c1)O[C@@H](CN(C)C)[C@H](C)CN([C@@H](C)CO)S2(=O)=O	-21.7	-20.0	2.2	3.6	-4.9	-2.6	-0.6	-6.4
Cc1cccc(NC(=O)c2ccc3nccnc3c2)c1C	2.7	1.9	-16.7	1.7	x	-3.2	0.2	-15.7
Cc1c(C(=O)NCc2ccc(F)cc2)oc2ccc(S(=O)(=O)N3CCOCC3)cc12	3.2	-19.1	11.7	-1.0	x	0.4	1.5	6.8
CCOC(=O)N1CCN(S(=O)(=O)c2ccc(C(=O)N(CCCN(C)C)c3nc4ccc(OC)cc4s3)cc2)CC1	x	22.7	x	4.0	x	1.6	-1.0	-11.4
C=CCn1c(NC(=O)c2ccc(C)cc2)nc2ccccc21	8.7	3.0	-56.0	-11.2	x	-0.1	-2.1	-66.7
O=C(NCC[C@H]1CC[C@H](NC(=O)C2CCOCC2)[C@H](CO)O1)c1cc(Cl)cc(Cl)c1	-1.3	4.8	-17.0	-3.8	4.8	0.8	-0.8	8.5
c1ccc(-c2ccc3sccc3n2)cc1	4.0	-38.8	-122.0	1.3	1.6	-10.0	-2.7	-186.2
CCN(CC(=O)NCCc1ccc(S(N)(=O)=O)cc1)Cc1ccccc1	3.2	-0.1	7.7	-11.3	-11.6	-2.6	-0.1	-2.2
CC1(C)CC(=O)C=C(c2ccc(Oc3ccccc3)cc2)C1=O	x	-18.9	-27.9	-1.8	5.3	3.9	4.0	-1.5
CC(=O)Nc1cc(-c2ccccc2F)cn2c(-c3cccc(C(F)(F)F)c3)cnc12	-6.6	-1.5	5.7	-5.4	-2.1	-0.8	-3.0	10.3
C/C=C/c1ccc(OCC(O)CNCC(c2ccc(OC)cc2)N(C)C)c(OC)c1 (centres undefined)	-0.3	-7.4	0.5	2.9	0.9	5.3	-7.9	-7.5
Nc1ccc(S(=O)(=O)Nc2cc(Cl)c(N)c(Cl)c2)cc1	11.4	-11.6	-1.4	0.6	-8.2	-0.4	3.3	9.0
Cc1cc(Sc2nc(N(C)C)nc(N(C)C)n2)nc(Cl)n1	-8.4	-0.9	-3.8	5.1	1.2	0.9	1.4	-7.9
O=C(OCCCOC(=O)c1cc[n+]([O-])cc1)c1cc[n+]([O-])cc1	1.6	2.0	5.7	-1.6	11.3	-2.3	4.7	9.0
Cc1noc(C)c1NC(=O)Nc1ccc2c(c1)C(=O)N([C@H](C)CO)C[C@H](C)[C@H](CN(C)C(=O)c1ccccc1)OCCCC[C@@H](C)O2	x	-13.6	-1.0	-9.0	-4.3	2.9	-1.8	-18.0
COc1cccc(NC(=O)c2cccc(C)c2[N+](=O)[O-])c1	12.6	-18.3	-45.5	0.9	x	x	13.9	-81.7
O=C(Nc1nnc(C2CC2)s1)c1cccc(S(=O)(=O)N2CC(c3ccccc3)CC2=O)c1 (centres undefined)	-9.0	-19.0	1.0	3.7	2.5	8.6	-1.5	7.5
CCCCn1c(SCC(=O)Nc2cc(C(F)(F)F)ccc2Cl)nnc1C(CC)N(C)C (centres undefined)	1.3	x	-0.9	-5.4	16.8	-0.8	0.3	17.1
O=C(CCCn1c(=S)[nH]c2ccc(Br)cc2c1=O)N1CCN(c2ccccn2)CC1	-1.0	x	x	x	-6.4	-3.2	x	19.6
Cc1ccsc1/C=C1\Oc2cc(OCC(=O)c3ccccc3)ccc2C1=O	-1.7	x	0.0	3.4	x	x	2.0	-23.7
O=C(NNC(=O)c1cc2ccccc2cc1O)Nc1ccc(F)cc1F	x	-21.6	x	6.8	3.6	-1.2	2.5	6.5
CCC(CO)NCc1ccccc1OC(C)C (centres undefined)	4.5	-1.9	7.3	-0.6	-0.4	x	x	4.9
C[C@H]1CN([C@@H](C)CO)C(=O)c2cc(NS(=O)(=O)c3ccc(Cl)cc3)ccc2O[C@@H]1CN(C)C(=O)Nc1ccc2c(c1)OCO2	0.9	-4.7	0.7	-3.5	7.6	2.0	1.7	x

Single records, from the list above. Order of screens: FN deposition inh | LGR2 antag | EWS-Fli inh | S100A4 inh HTS | PGC1a acetyl inh | PglD DTNB | ERAP1 HTS inh | PAX8 inh HTS
O=C(Nc1ccccc1O)c1ccc(NS(=O)(=O)c2cccc3cccnc23)cc1 across the screens: 3.4 | -45.4 | 43.4 | 5.8 | x | -2.5 | -0.9 | 28.4
Cc1ccc(C)c(NC(=O)CSc2ccc(S(=O)(=O)N3CCCC3)cn2)c1 across the screens: -4.3 | x | -12.2 | -1.0 | 3.7 | 3.0 | 2.7 | -0.4

Additional records.
Structure	FN deposition inh	LGR2 antag	EWS-Fli inh	S100A4 inh HTS	PGC1a acetyl inh	PglD DTNB	ERAP1 HTS inh	PAX8 inh HTS
C/C=C/c1ccc2c(c1)[C@H]1[C@H](CCN1S(=O)(=O)c1cn(C)cn1)[C@H](CO)N2	-19.0	-20.7	x	1.3	-9.8	x	-3.1	x
N#CCc1ccc(OC(=O)c2cnccc2C(F)(F)F)cc1	-18.4	1.8	-8.6	4.4	-4.8	-6.2	9.1	2.5
COC(=O)c1cc(C(=O)OC)n(Cc2ccc(F)cc2)n1	5.4	-4.1	x	15.2	-1.3	6.3	-0.8	x
COc1cc(-c2nc3ccccn3c2N)ccc1O	1.4	-5.3	-9.3	2.5	x	-2.1	-0.1	-13.2
CN1CCN(C(=O)c2ccc(CS(=O)Cc3ccc(Cl)cc3)o2)CC1 (centres undefined)	5.1	-3.1	x	-2.8	-1.1	-1.7	1.4	-17.5
CCOc1ccc(C(=O)NCC(=O)OCc2csc(-c3ccccc3)n2)cc1	5.0	9.0	-27.4	-2.1	-6.7	-5.6	-2.6	-35.7
O=C(CN(C(=O)c1csnn1)c1ccc(F)c(Cl)c1)NC1CCCCC1	1.2	1.2	-1.9	-7.9	-7.8	-4.2	-4.7	3.3
O=C(COC(=O)c1ccc(Sc2ccccc2)c([N+](=O)[O-])c1)NC1CCS(=O)(=O)C1 (centres undefined)	-1.4	-1.4	x	x	0.1	0.8	x	-2.1
CCOc1cc(-c2noc(CCC(=O)N3CCOCC3)n2)ccc1OC	-1.6	x	x	x	-4.1	-1.5	x	-5.8
O=C(N[C@@H]1CC[C@@H](CCn2cc(Cc3ccccc3)nn2)O[C@@H]1CO)c1cnccn1	x	-5.4	2.2	-15.7	5.4	-1.0	0.9	-0.6
COc1ccc(NC2CCCN(C(=O)CCC3=NNC(=O)CC3)C2)cc1 (centres undefined)	x	-11.5	-7.7	-4.3	-3.6	-3.3	-1.3	-16.2
CCc1cc2c3c(c(=O)oc2cc1OC(C)C(=O)O)CCCC3 (centres undefined)	6.9	-18.0	8.1	3.6	x	2.2	-21.3	-5.2

Only ERAP1 HTS inh and EWS-Fli inh, for some of the entries so far:
| SMILES | ERAP1 HTS inh | EWS-Fli inh |
| --- | --- | --- |
| C/C=C/c1ccc2c(c1)[C@H]1[C@H](CCN1S(=O)(=O)c1cn(C)cn1)[C@H](CO)N2 | -3.1 | x |
| COC(=O)c1cc(C(=O)OC)n(Cc2ccc(F)cc2)n1 | -0.8 | x |
| COc1ccc(NC2CCCN(C(=O)CCC3=NNC(=O)CC3)C2)cc1 (centres undefined) | -1.3 | -7.7 |

Following part:
Structure	FN deposition inh	LGR2 antag	EWS-Fli inh	S100A4 inh HTS	PGC1a acetyl inh	PglD DTNB	ERAP1 HTS inh	PAX8 inh HTS
COc1ccc(CCN2CC(C(=O)NCCc3ccccc3)CC2=O)cc1OC (centres undefined)	1.6	-19.2	-50.8	-3.5	8.2	-0.1	0.0	-30.7
CCn1c(SCC(=O)Nc2ccc(NC(C)=O)cc2)nnc1C1CC1	-0.9	x	x	x	7.6	9.6	x	0.0
C[C@H](CO)N1C[C@H](C)[C@@H](CN(C)C(=O)C2CC2)Oc2cc(-c3cccc(F)c3)ccc2S1(=O)=O	7.7	-23.9	-9.1	0.0	-6.3	0.1	x	-20.1
CO[C@@H]1CN(C)C(=O)c2cc(NC(=O)C3CC3)ccc2OC[C@@H](C)N(C(=O)c2ccccn2)C[C@H]1C	3.6	4.8	-1.3	x	12.3	x	x	x
COc1ccc(N2CCN(S(=O)(=O)CCNC(=O)c3cc(=O)c4ccccc4o3)CC2)cc1	1.5	-16.8	x	4.6	-6.6	2.9	-3.6	-4.1
Cc1noc(C)c1S(=O)(=O)Nc1ccc2c(c1)CC(=O)N([C@H](C)CO)C[C@@H](C)[C@@H](CN(C)C)O2	x	8.1	-2.7	-4.7	4.8	3.3	-1.2	0.4
Cc1ccc2nc(C(Cl)(Cl)Cl)nc(N/N=C/c3ccc([N+](=O)[O-])cc3)c2c1	9.5	22.0	4.7	-0.8	2.7	-6.0	-1.3	5.0
